Compound activity (PubChem)
b-catenin transl: modulators of beta-catenin nuclear translocation, primary screen, imaging, HeLa cells, immunofluorescence, high-content; nuclear translocation activity, % at 5 µM; hit rate 0.3% among 190,000;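 active = nuclear translocation activity above 50% at 5 µM, with a well cell count of 50 or more; inconclusive = wells under 50 cells across six images, flagged as toxic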;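 also: per-cell ratio of nuclear to cytoplasmic median beta-catenin stain intensity; plate controls were DMSO negative control for no effect and GSK-3 inhibitor IX positive control for full effect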
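Technique: fluorescence imaging of beta-catenin antibody stain plus DAPI / Material: human HeLa cell line / Incubation: compound treatment 24 h, 37°C, 5% CO2 / Read-out basis: % activation of per-cell nuclear versus cytoplasmic median beta-catenin signal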
MT stabilizer: microtubule stabilizers in HeLa cells, primary screen, imaging, high-content imaging; hit rate 0.83% among 200,000; HeLa tubulin immunostaining HCS, 24 h; share of cells brighter than vehicle mean+2SD; % tubulin-high responders, % at 10 µM; AID 2205, 2009;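 active = plate Z-score above 3 for both tubulin-high and condensed-nucleus cell shares, with cell loss under 80%, at 10 µM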;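 also: anti alpha tubulin signal scored within the nucleus-defined area of each cell; some results filed as inactive read as strong as hits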
T cell modulator: modulators of CD8 T cell-vesicle binding, primary screen, mouse 2C CD8+ T cells, flow cytometry; hit rate 0.068% among 330,000; calls only at 7 µM; AID 2052, 2009; 2C CD8+ T cell-vesicle binding; stronger effect = lower value;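 active = response, share of CD8 T cells binding vesicles, and their 90th percentile fluorescence all below set limits, cut at about 80% in these data, passing the limit was not always enough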
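incubation = binding step 1.5 h, 37 °C, antibody labelling 20 min, ice | test system = 2C mouse CD8+ T cells | read-out basis = percent CD8+ FL2 mean versus row control | controls = Peptide-free naked vesicles (low) and QL9 vesicles with 0.7% DMSO vehicle (high) | detection = flow cytometry of vesicle-bound cells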
Myeloid diff MLP: induction of myeloid progenitor differentiation, primary screen, cell-based, flow cytometry, MLPCN library | AID 624256, 2012 | ER-HoxA9 myeloid progenitors, lysozyme-GFP differentiation | calls only at 10 µM | hit rate 1% among 360,000;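 active = normalized GFP-positive differentiation at or above the plate's own cutoff, the solvent-only control mean plus 3 SD; inconclusive = no clear call, values can overlap the other calls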;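 also: cells exposed to compound for four days before flow analysis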
WT yeast gro inh: growth inhibition of WT strain, primary screen, mitochondrial fusion inhibitor project, WT and mutant strains, chemical genetic; AID 1362, 2008; hit rate 2.1% among 190,000; mitochondrial fusion phenotypic screen; inhibition, % at 10 µM; in the data active = inhibition above about 58%; tested in S. cerevisiae
Autophagy mod: autophagy modulators in MEF cells, primary screen, imaging, high-content, MEF GFP-LC3. AID 463193, 2010. MEF GFP-LC3 puncta imaging; test concentration mostly 10 µM. calls only at 10 µM (by protocol). hit rate 0.98% among 190,000;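 active = percentage of spot-positive cells more than 3 SD above its plate mean, without a fluorescence outlier flag or 80% toxicity; inconclusive = no clear call, values can overlap the other calls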;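 also: spot-positive cell cutoff set from DMSO-treated cells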
Ins promoter up: insulin promoter activators in MIN6 cells, imaging, high-content screening, mouse beta cells. MIN6 insulin promoter-GFP reporter; stronger effect = higher value. z-score at 5 µM. hit rate 0.3% among 190,000. AID 1625, 2009;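 active = z-score above 3 at 5 µM with at least 500 cells counted in the well; inconclusive = wells under 500 cells, flagged as cytotoxic or low count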
Lipid droplet: inhibitors of hepatocyte lipid droplet formation, primary screen, imaging, high-throughput imaging, BODIPY stain. AML12 mouse hepatocytes, oleate lipid droplets. inhibition, % at 6.5 µM. hit rate 0.4% among 240,000;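 active = lipid droplet intensity inhibited by at least 50%, with more than 500 cells counted; inconclusive = wells with under 300 cells, treated as cytotoxic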
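Assay system: AML12 mouse liver cells | Compound dosing: One dose, 6.5 µM compound | Read-out basis: Droplet intensity reduction, % inhibition | Measured by: Fluorescence imaging, 20x objective, two fields per well | Schedule: Overnight treatment with compound plus oleate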
West Nile virus CPE: West Nile virus antiviral activity, cell-based, CPE readout (AID 1621); West Nile virus-infected cells, CPE inhibition; higher % means a stronger effect; CPE inhibition, % at 10 µM, or IC50 in µM where a hit was titrated; hit rate 0.02% among 290,000; in the data active = a potency from the dose series; inconclusive = CPE inhibition mostly from about 3.7% at the one dose, without a potency; inactive = the rest, 99 in 100 with CPE inhibition below about 2.2%; also: strong numbers were not always called active
WT yeast gro inh mutant strain: second read-out of WT yeast gro inh, no call of its own (marks repeat the call); inhibition, %; mitochondrial fusion phenotypic screen, mutant strain inhibition
Ins promoter up cell count: second read-out of Ins promoter up, no call of its own (marks repeat the call); cell count; measured here: cytotoxicity, nuclei count;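 total cells summed across four imaged fields per well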
Lipid droplet cells 6.5 µM: recorded beside Lipid droplet, whose call it bears; cell count; measured here: cell count, cytotoxicity flag;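 cells counted across two imaged fields per well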
b-catenin transl cell count 5 µM: second read-out of b-catenin transl, no call of its own (marks repeat the call); cell count; measured here: cell count, cytotoxicity flag
T cell modulator vesicle-bound %: recorded beside T cell modulator, whose call it bears; double positive events, %; measured here: CD8+ vesicle-bound cell fraction;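 binding gate set so that unloaded-vesicle control wells show 10% double positive cells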
MT stabilizer Hoechst-high %: second read-out of MT stabilizer, no call of its own (marks repeat the call); % Hoechst-high responders; measured here: nuclear condensation Hoechst responders;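 share of cells brighter than vehicle mean plus two SD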
MT stabilizer cytotoxicity %: further read-out of MT stabilizer, marked with its call; toxicity, %; measured here: cytotoxicity by cell density;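 0% = mean cell density of plate MIN control wells and 100% = no cells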
Autophagy mod cell loss 18 h: also measured in Autophagy mod; calls as there; toxicity, %; measured here: cell loss, nuclei count;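 cell loss after 18 h compound exposure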
Myeloid diff MLP GFP+ MAC1+ %: recorded beside Myeloid diff MLP, whose call it bears; GFP+ MAC1+ double positive, %; measured here: differentiation confirmed by MAC1 staining
* hit, by the source's call; i = inactive; ? = inconclusive; . = no result given.

SMILES	b-catenin transl	b-catenin transl cell count 5 µM	MT stabilizer	MT stabilizer Hoechst-high %	MT stabilizer cytotoxicity %	T cell modulator	T cell modulator vesicle-bound %	Myeloid diff MLP	Myeloid diff MLP GFP+ MAC1+ %	WT yeast gro inh	WT yeast gro inh mutant strain	Autophagy mod	Autophagy mod cell loss 18 h	Ins promoter up	Ins promoter up cell count	Lipid droplet	Lipid droplet cells 6.5 µM	West Nile virus CPE
Cc1ccc2c(cnn2C(=O)CCC(=O)N2CCCCC2)c1	.	.	.	.	.	i	22	i	0.9	.	.	.	.	.	.	-14	728	-0.1%
CC(CN1CCCCC1)NC(=O)c1cccs1 (stereo not drawn)	.	.	.	.	.	i	57	i	0.7	.	.	.	.	.	.	1	790	0.7%
Cc1ccc(S(=O)(=O)NCC2CCC(C(=O)O)CC2)cc1 (stereo not drawn)	.	.	2.4	1.5	1.2	i	30	i	8.9	40	25	i	-1	.	.	.	.	0.4%
O=C(CNC(=O)Cc1ccccc1)NCC(=O)OCC(=O)c1ccc(F)cc1	1.1	923	3.7	1.5	2.0	i	8	i	0.3	-2	4	i	11	-0.77	1682	-5	723	-0.1%
O=C(/C=C/c1ccc(Cl)cc1Cl)N(Cc1ccc(Cl)cc1)C1CCS(=O)(=O)C1 (stereo not drawn)	2.0	902	2.3	2.0	8.1	i	33	i	1.3	59*	12*	i	14	-1.7	1291	-1	566	-1.4%
CCOc1cc(CNc2ccc(N3CCOCC3)cc2)cc(Br)c1OCC	0.7	623	5.1	1.8	9.5	i	4	i	0.3	16	-8	i	-33	-0.59	1175	18	757	-0.7%
O=c1cc[nH]c2ccc(OC(F)(F)F)cc12	-0.5	1340	.	.	.	i	30	i	0.6	.	.	.	.	-0.26	1414	.	.	-0.5%
COc1ccc(NC(=O)c2cc(Br)ccc2Cl)c(OC)c1	-0.2	1003	3.1	1.7	1.7	i	17	i	1.8	-8	-4	i	-3	0.01	1475	11	643	-1.1%
O=C(Nn1cnnc1)c1cc(-c2cccc(Br)c2)nc2ccccc12	0.2	1305	.	.	.	i	20	i	0.2	.	.	.	.	0.25	873	-3	705	-0.1%
CCN1CCN(CCNC(=O)c2ccc3c(c2)N(Cc2ccc(F)cc2)C(=O)c2ccccc2S3=O)CC1 (stereo not drawn)	.	.	.	.	.	i	12	i	1.7	.	.	.	.	.	.	-10	702	1.6%
O=C(c1cc2ccccc2oc1=O)N1CCCCCCC1	.	.	.	.	.	i	59	i	0.6	.	.	.	.	.	.	-2	851	0.9%
Cc1c(Cl)cnc(NC(=O)COC(=O)CCS(=O)(=O)c2ccccc2)c1Cl	3.5	1311	2.3	2.1	6.1	i	52	i	1.4	5	19	i	-8	-0.24	1144	.	.	0.2%
FC(F)(F)c1cc(-c2ccccc2)nc(-n2cc(Cl)cn2)n1	.	.	1.8	2.4	5.3	i	60	i	0.4	-1	-24	i	2	1.6	1285	1	800	-1.1%
CN1CCN(C(=O)CCN2C(=O)/C(=C\c3ccc(Cl)cc3)SC2=S)CC1	.	.	.	.	.	i	61	?	.	.	.	.	.	.	.	-20	646	0.8%
CCN(Cc1ccccc1)C(=O)C1CCC(CNc2c(N3CCOCC3)c(=O)c2=O)CC1 (stereo not drawn)	.	.	4.7	3.0	5.0	i	35	i	1.7	-7	1	i	1	1.6	938	.	.	-0.1%
O=C(Nc1ccc2snnc2c1)N1CCSCC1	5.3	742	3.2	1.4	6.7	i	34	i	0.6	-10	-1	i	-7	-0.47	1083	.	.	0.9%
CC1CC(C)CN(C(=O)CCc2ccccc2)C1 (stereo not drawn)	-3.6	1090	2.1	1.8	3.3	i	36	i	0.2	8	1	i	17	-1.5	1575	-6	588	-0.1%
O=C(Nc1nnc(C2CC2)s1)C1Cc2ccccc2CN1S(=O)(=O)c1cccs1 (stereo not drawn)	-1.8	933	2.0	2.3	5.0	i	37	i	0.9	19	25	i	-6	1	1266	.	.	-0.3%
CN(C)CCNC(=S)Nc1ccc(Cl)cc1Cl	.	.	3.4	2.8	3.0	i	36	i	0.2	8	-2	i	-4	0.21	1295	0	696	-0.1%
CN(c1ccccc1)S(=O)(=O)c1cccc(C(=O)Nc2nn[nH]n2)c1	-1.8	1134	.	.	.	i	37	i	0.2	.	.	.	.	-0.38	1362	-3	743	1.0%
O=C(COC(=O)c1ccccc1)Nc1ccccc1Br	1.5	1041	3.6	3.4	6.8	i	64	i	0.4	6	-1	i	-2	-0.04	1191	10	671	0.4%
Cc1ccc(C)c(N(CC(=O)NC2CCCC2)C(=O)c2oc(C(C)(C)C)cc2C)c1	0.0	1122	1.6	1.5	14	i	41	i	9.6	-12	-1	i	9	-0.62	1805	-23	686	?
COc1ccc(-c2cc(C3CCN(C(=O)OC(C)(C)C)CC3)[nH]n2)cc1	-1.4	985	3.8	1.8	8.1	i	20	i	0.6	39	19	i	-34	0.09	1459	4	718	0.0%
CCCOc1c(OC)cc(Cl)cc1C1NC(=O)NC(C)=C1C(=O)NCc1ccccc1 (stereo not drawn)	.	.	1.0	1.0	7.3	i	45	i	6.4	-11	15	i	-6	.	.	-4	779	-1.1%
Cc1cc(C(=O)CSc2nc3ccccc3o2)c(C)n1CC1CCCO1 (stereo not drawn)	-2.5	1172	0.6	1.0	7.5	i	57	i	1.0	-17	10	i	1	0.48	854	9	755	-0.6%
COc1ccc(S(=O)(=O)N(C)c2ccc(OCC(=O)Nc3cc(C)on3)cc2)cc1	-6.4	978	2.5	2.0	7.3	i	49	i	1.7	3	-5	i	0	-0.26	1198	.	.	0.2%
O=C(c1cc2nc(-c3ccc(F)cc3)cc(C(F)(F)F)n2n1)N1CCCC1	-1.4	945	6.0	1.9	10	.	.	.	.	-14	-10	i	12	0.03	1422	.	.	-0.1%
O=S(=O)(c1ccccc1)c1nc(-c2ccccc2)oc1N1CCCCC1	.	.	1.7	0.8	4.4	i	39	i	7.1	25	16	i	2	0.48	885	-6	802	0.0%
N=c1c(C(=O)NC2CCCC2)cc2c(=O)n3ccccc3nc2n1C1CCCC1	-2.0	1387	3.6	3.1	0.6	i	57	i	0.8	-2	-17	i	18	-0.19	1405	.	.	-1.1%
COC(=O)c1cccc(Nc2cc(C)nc(-c3ccccc3O)n2)c1	-0.6	999	4.8	5.2	7.2	i	17	.	.	14	18	i	9	0.3	1591	-19	653	1.8%
Cc1ccc(N(C)S(=O)(=O)c2c(C)noc2/C=C/N(C)C)cc1	.	.	.	.	.	i	5	i	1.8	.	.	.	.	.	.	6	743	0.2%
O=C(CC1(O)C(=O)Nc2ccccc21)c1ccc(-n2cnnn2)cc1 (stereo not drawn)	-1.2	1060	4.0	2.1	7.5	i	56	i	0.9	0	-11	i	10	0.96	1313	-6	685	0.3%
CCN(CC)CCCNC(=O)c1[nH]c2ccccc2c1Sc1ccc(Cl)cc1	.	.	.	.	.	i	42	i	1.3	.	.	.	.	.	.	-17	850	10%
COc1ccc(N2CC(C(=O)NCCc3c[nH]c4ccccc34)CC2=O)cc1 (stereo not drawn)	.	.	.	.	.	i	6	i	0.5	.	.	.	.	.	.	-18	771	-1.0%
COc1cccc(C(=O)Nc2c3c(nn2-c2ccc(Cl)cc2)CS(=O)(=O)C3)c1OC	.	.	.	.	.	i	51	i	1.4	.	.	.	.	.	.	3	737	0.1%
CCCCCCSc1nnc2[nH]c(=O)cc(N)n12	-3.2	527	5.3	7.5	5.3	i	34	i	0.7	0	11	i	-1	-0.11	1217	-20	648	1.2%
CCc1c(C)nc(Nc2nc(C)c3cc(OC)ccc3n2)[nH]c1=O	0.2	1405	3.8	1.1	6.5	i	59	i	0.4	49	26	i	4	-1.4	940	.	.	1.4%
CC(=O)Oc1cccc(N2C(=O)C3CC=C(Cl)CC3C2=O)c1 (stereo not drawn)	-3.0	880	4.5	3.3	7.0	i	38	i	0.6	4	-4	i	20	-0.04	1190	.	.	0.3%
O=c1cc(N2CCc3ccccc32)[nH]c(=O)n1-c1ccccc1Cl	-1.2	1044	1.2	1.7	3.4	i	60	i	0.1	-5	-2	i	-1	0.25	1340	2	687	0.0%
CCC(C)[C@H](NC(=O)N1CCCC1)C(=O)O (stereo partly drawn)	-1.5	1088	2.1	1.5	9.5	i	35	i	2.4	9	13	i	-5	0.11	813	.	.	0.2%
CCOC(=O)CSc1nnc2n(C3CCCCC3)c(=O)c3c4c(sc3n12)CCCC4	-3.1	869	4.4	2.2	6.7	i	17	i	0.6	1	3	i	-51	-0.72	988	.	.	1.2%
CCOc1ccc(C(O)(c2ccccc2OC)C(CN2CCCC2)c2ccccc2)cc1 (stereo not drawn)	.	.	.	.	.	i	55	i	0.2	.	.	.	.	.	.	2	759	-1.4%
O=C(NNC(=O)c1ccc(F)cc1F)c1ccc(-n2cnnn2)cc1	.	.	.	.	.	i	16	i	1.2	.	.	.	.	.	.	4	683	-0.3%
